Source: PubChem BioAssay
KDM5B inhibitor: inhibitors of human KDM5B histone demethylase | Q9UGL1 | KDM5B demethylase, FDH-coupled NADH fluorescence (FDH is formaldehyde dehydrogenase) | Potency, µM (series often up to 57.7 µM), for the others: top-dose activity change, negative = inhibition, usual class: inhibitors | 220,000 tested, 2.6% active; active = well fitted inhibition curve with a large enough effect; inconclusive = small, poorly fitted or top-dose-only effect; inactive = no such curve, though single readings can be large or run the other way; note: 0% is about no effect; nearly all actives have a fitted effect of over 70% in size
Target sequence (Q9UGL1 whole entry, looked up): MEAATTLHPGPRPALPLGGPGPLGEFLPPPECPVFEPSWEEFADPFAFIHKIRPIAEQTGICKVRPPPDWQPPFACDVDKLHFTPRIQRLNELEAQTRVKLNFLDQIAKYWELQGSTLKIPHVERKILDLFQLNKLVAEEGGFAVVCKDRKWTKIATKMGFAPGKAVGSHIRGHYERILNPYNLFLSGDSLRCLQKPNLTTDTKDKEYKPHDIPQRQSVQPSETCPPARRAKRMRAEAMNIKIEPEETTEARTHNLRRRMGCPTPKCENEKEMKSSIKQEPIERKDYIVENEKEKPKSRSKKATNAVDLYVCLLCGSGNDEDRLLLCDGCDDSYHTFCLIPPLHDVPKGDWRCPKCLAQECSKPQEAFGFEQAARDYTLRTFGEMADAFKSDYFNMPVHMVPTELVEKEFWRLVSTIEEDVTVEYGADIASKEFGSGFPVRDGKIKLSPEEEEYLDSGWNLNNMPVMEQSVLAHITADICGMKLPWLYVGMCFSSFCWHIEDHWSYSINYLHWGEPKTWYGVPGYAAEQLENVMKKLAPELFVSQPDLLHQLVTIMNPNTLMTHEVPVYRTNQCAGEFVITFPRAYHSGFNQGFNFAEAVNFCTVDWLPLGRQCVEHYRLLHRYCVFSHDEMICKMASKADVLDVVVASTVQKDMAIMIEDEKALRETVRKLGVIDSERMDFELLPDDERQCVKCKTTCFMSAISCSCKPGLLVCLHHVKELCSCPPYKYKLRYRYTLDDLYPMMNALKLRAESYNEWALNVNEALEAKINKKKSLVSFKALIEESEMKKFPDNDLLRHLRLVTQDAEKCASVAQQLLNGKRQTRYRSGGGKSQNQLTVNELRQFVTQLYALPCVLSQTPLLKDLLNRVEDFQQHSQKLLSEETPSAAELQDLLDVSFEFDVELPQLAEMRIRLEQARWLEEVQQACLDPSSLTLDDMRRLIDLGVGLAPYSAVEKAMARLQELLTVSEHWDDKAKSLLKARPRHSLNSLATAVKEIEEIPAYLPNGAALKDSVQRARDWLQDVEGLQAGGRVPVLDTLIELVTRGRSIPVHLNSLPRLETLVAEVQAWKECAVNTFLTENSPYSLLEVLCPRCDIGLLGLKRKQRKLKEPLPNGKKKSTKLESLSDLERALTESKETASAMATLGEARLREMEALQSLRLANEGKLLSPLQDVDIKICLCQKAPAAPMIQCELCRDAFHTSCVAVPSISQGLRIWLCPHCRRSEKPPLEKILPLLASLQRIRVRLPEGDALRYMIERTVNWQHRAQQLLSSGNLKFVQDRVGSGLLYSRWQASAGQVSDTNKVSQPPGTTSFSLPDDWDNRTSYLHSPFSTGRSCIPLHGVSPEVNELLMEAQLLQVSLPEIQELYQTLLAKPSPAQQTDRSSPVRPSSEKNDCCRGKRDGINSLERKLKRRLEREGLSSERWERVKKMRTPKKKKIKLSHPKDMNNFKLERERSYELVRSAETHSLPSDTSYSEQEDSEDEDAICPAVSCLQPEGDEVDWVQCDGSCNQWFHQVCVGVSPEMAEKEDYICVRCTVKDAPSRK
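qHTS format, multiple compound concentrations. Buffer 50 mM HEPES pH 7.5/0.01% Tween-20; 200 nM KDM5BΔAP final; 10 min compound preincubation; substrate-mix levels 12.5 µM peptide, 25 µM α-KG, 0.25 mM NAD⁺; 30 min RT; ΔRFU.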
Active calls of the source: *; i = inactive; ? = inconclusive; & = joins results of further samples; [ ] = dose if it differs, or a comment. Potency is the fitted concentration of half-maximal effect. Not all compounds are listed, so the mix of outcomes need not match the whole.

SMILES | KDM5B inhibitor
O=C(NCc1ccccc1)C1CCN(c2ncnc3c2nc2n3CCCCC2)CC1 | 4%
Cc1ccsc1C(=O)N(C)CC1(C)CCOCC1 | -24%
O=C1c2ccccc2NC(c2cccc([N+](=O)[O-])c2)N1O (stereo not drawn) | ?
COCCn1cnc2c1c(=O)n(CC(=O)Nc1cccc(F)c1)c(=O)n2Cc1ccccc1 | 22%
O=C(CCC1CCCN(Cc2nc3c(s2)CCCC3)C1)Nc1ccccc1F (stereo not drawn) | 24%
CCOCCn1c(=O)c2c(nc(-n3nc(C)cc3C)n2Cc2ccc(C)cc2)n(C)c1=O | 11%
COCCNC(=O)Cn1cc(S(=O)(=O)Cc2ccc(C)cc2)c2ccccc21 | -8%
CCN(CC)C(=O)CN(C1CCCCC1)S(=O)(=O)c1ccc(Br)cc1 | 20%
CCc1ccc(-c2nc(SCC(=O)NCCOC)c(-c3ccc(C)cc3)[nH]2)cc1 | -9%
COc1cccc([S+](=O)([O-])N2CCC3(CC2)CC(=O)c2ccc(Cl)cc2O3)c1 | -23%
Cc1sc2ccn(Cc3ccc(F)cc3)c(=O)c2c1C(=O)NC(C)C | -2%
Cc1ccc(-n2c3c(cc(C(=O)Nc4ccccc4C(N)=O)c2=O)C(=O)CC(C)(C)C3)cc1 | ?
N#CC1(C(=O)NCc2cccc(NC(=O)C3CCCC3)c2)CCCC1 | 11%
COCCn1cnnc1C(C)NC(=O)CCc1nc2ccccc2[nH]c1=O (stereo not drawn) | ?
Cc1ccc(CC(=O)N2CCC(Cc3nc(C(C)C)no3)CC2)cc1 | -6%
CC1CCCCN1Cc1oc(CO)cc(=O)c1O (stereo not drawn) | ?
Cc1ccc(-c2ccc3nnc(CNC(=O)c4cc(F)ccc4F)n3n2)cc1 | 25µM*
O=C(NC(=S)NCCc1ccccc1)c1cccc(Cl)c1 | 7%
COC(=O)c1ccc(COC(=O)Cc2coc3cc4c(cc23)CCC4)o1 | 3%
COc1ccc(-c2c(C(F)(F)F)oc3cc(OC(C)=O)ccc3c2=O)cc1 | -14%
CCN(Cc1ccccc1)C(=S)NC(=O)c1ccccc1Br | -8%
Cc1cc2c(cc1C)C(c1cccc(OC(C)C)c1)CC(=O)N2 (stereo not drawn) | 10%
Cc1ccc2c(C(=O)NC3CC3)cnn2c1 | ?
CCC(NC(=O)c1n[nH]c(=O)c2ccccc12)c1ccc(Br)cc1 (stereo not drawn) | 9%
CCOC(=O)Cn1c(=O)c2c(nc3n2CCCCN3c2ccc(OCC)cc2)n(C)c1=O | 2%

(next part)
SMILES | KDM5B inhibitor
Cc1ccc2c(c1)nc1n2[C@@H](CNS(C)(=O)=O)COC1 | 9%[86.2 µM]
CCCC(=O)Nc1nnc(S(=O)(=O)N(C)Cc2ccc(Cl)cc2)s1 | -3%
O=C(O)C1CCc2sc(C(=O)N3CCCCCC3)cc2C1 (stereo not drawn) | 3%
CCCCOc1ccc(NC(=O)c2cccc(Cl)c2)c2cccnc12 | 11%
CCc1ccc(-c2nc(CN3CCC(C(=O)NCCc4ccc(C)cc4)CC3)c(C)o2)cc1 | 7%
Nc1nonc1C(=O)N1CCN(C(=O)Nc2ccc(F)c(Cl)c2)CC1 | -1%
COc1cc(/C=C/C(=O)c2ccc(C(=O)O)s2)cc(OC)c1 | -29%
O=C1NC2(CCN(C(=O)c3ccc(Cl)cc3)CC2)COc2ccccc21 | 14%[115 µM]
COCCCNC(=O)C1CCN(Cc2cc3ccccc3n2Cc2cccc(C)c2)CC1 | -22%
CN(Cc1ccccc1)C(=O)c1cc(-c2ccc(F)cc2)n[nH]1 | 10%
Cc1ccc2nc(NC(=O)CCn3c(=O)oc4ccccc43)sc2c1 | -17%
Cc1cccc(OCCNC(=O)Cn2nc(C)c3ccccc3c2=O)c1 | 8%
COc1ccc(C2C(C(=O)Nc3ccccc3)=C(C)Nc3nc(SCC(=O)c4ccc(C)cc4)nn32)cc1 (stereo not drawn) | -20%
Cc1cccc(Nc2nc(-c3ccc(C)c(C)c3)cs2)c1 | 2%
CC(C)NC(=O)N1CCC2(CC1)CN(C(=O)Cc1csc(N)n1)Cc1ccccc1O2 | -6%[115 µM]
Cn1cc(-c2cccc(CCOc3cnc4c(ccn4CC(=O)O)c3)c2)cn1 | 40µM*
COCCn1c(-c2cccs2)nc2nc3ccccc3nc21 | i
O=C(O)c1cccc([S+](=O)([O-])N2CC(CNC(=O)c3ccccc3)C3(CN(c4ccccc4)C3)C2)c1 (stereo not drawn) | -8%
Cc1ncc(CC(=O)N2CCC3(CC2)CC(C(=O)O)N(C)C3)c(=O)[nH]1 (stereo not drawn) | -19%
CCc1n[nH]c(CC2CCN(C(=O)COc3ccc(C)cc3)CC2)n1 | -12%
Cc1cccc(C(=O)NC(c2ccc(Cl)cc2)C2CC2)c1 (stereo not drawn) | 9%
O=C1Nc2ccccc2CC12CCN2[S+](=O)([O-])c1cccc(C(F)(F)F)c1 (stereo not drawn) | -5%
COc1ccc(NC(=O)CC2C(=O)N(c3ccc(OC)cc3)C(=O)N2Cc2ccc(OC)c(OC)c2)cc1 (stereo not drawn) | -6%
COc1ccc(NC(=O)c2ccc3nc(CCc4ccccc4)oc3c2)c(OC)c1 | ?
NS(=O)(=O)c1ccc(CNC(=O)c2cnccn2)cc1 | 4%

(list continues)
SMILES | KDM5B inhibitor
CCC(=O)N(C)CCCNC(=O)c1nc2ccccc2c(=O)[nH]1 | -16%
COc1ccc(C(=O)N2CCC3(CC2)CC(C(C)C)=NO3)cc1 | -29%[86.2 µM]
Cn1c(=O)c2c(ncn2CC(=O)Nc2ccc3c(c2)OC2(CCCCC2)O3)n(C)c1=O | -3%
O=C(O)[C@@H]1CN(C(=O)CCc2cccc(Cl)c2)C[C@H]1c1cccc(F)c1 | -15%
N#Cc1ccc(C(=O)Nc2ccc3c(c2)N(C2CCCC2)C(=O)c2ccccc2S3)cc1 | ?
Nc1nc(N2CCOCC2)nc2c1C(C(=O)Nc1ccccc1)CC(=O)N2 (stereo not drawn) | -25%
Cc1cccc(NC(NC(=O)c2cccc(Cl)c2)C(Cl)(Cl)Cl)c1 (stereo not drawn) | 14%
CC(SC(C)c1ccccc1F)C(N)=O (stereo not drawn) | 20%
CCNS(=O)(=O)c1cc(-c2nnc(Nc3cccc(C(F)(F)F)c3)c3ccccc23)ccc1C | ?
CCOc1ccccc1NC(=O)N1CCCCCCNC(=O)CC1c1ccccc1 (stereo not drawn) | -11%
O=C1N(c2ccc(F)cc2)CCOC12CCN(Cc1ccc3[nH]ccc3c1)CC2 | 3%[86.2 µM]
Cc1cn2c(=O)c(S(=O)(=O)Nc3ccc(C)c(Cl)c3)c(C)nc2s1 | 5%
COc1ccc(C[C@H](NC(=O)[C@@]2(O)C[C@@H](O)[C@H](O)[C@@H](NC(=O)CC(C)(C)C)C2)C(N)=O)cc1 | 29%
COc1ccccc1CC(=O)Nc1ccc2ncnc(N3CCCC3)c2c1 | -15%
O=C1Nc2ccccc2CC12CCN2Cc1ccc(F)cc1 (stereo not drawn) | 2%[86.2 µM]
C#CCN1CCN(CC(=O)Nc2cccc(F)c2)CC1 | 21%
O=C(NCc1nnc2cc(-c3nc(C4CC4)no3)ccn12)c1ccncc1 | 28µM*
O=C(NCc1nnc2ccc(-c3ccc(F)cc3)nn12)c1cc(Cl)ccc1F | 25µM*
COc1ccc(NC(=O)Cc2c[nH]c3ncc(-c4ccccc4)cc23)cc1 | -9%[86.2 µM]
CN(C1CCc2nn(C)c(=O)n2CC1)S(=O)(=O)c1cccc(C#N)c1 (stereo not drawn) | -37%
CCOc1ccc(S(=O)(=O)c2cn(Cc3cc(C)ccc3C)c3ccc(OCC)cc3c2=O)cc1 | 4%
CCCCc1ccc(N=Cc2ccccc2O)cc1 | 27%
CCn1ccc(C(=O)Nc2ccc3ncnc(N4CCCC4)c3c2)n1 | 18%
COc1ccc2c(C)cc(SCC(=O)Nc3cc(C(N)=O)cc(C(N)=O)c3)nc2c1 | ?
CCN(CC)Cc1cnc2c(C(=O)N(C)CCc3ccccn3)cnn2c1 | -16%

(next part)
SMILES | KDM5B inhibitor
Cc1noc([C@@H]2CN(C(=O)c3ccc4ccccc4n3)C[C@H]2CO)n1 | 6%
O=C(/C=C/c1ccc(F)cc1)N(C1CCCCC1)C1CCCCC1 | 5%
CCCn1c(C)cnc1CC1CCN(C(=O)c2c(C)noc2C)CC1 | 9%
Cc1c(C)n(Cc2ccccc2)c2ccc(C(=O)NCc3ccc(OC(C)C)cc3)cc12 | ?
Cn1nc(C(=O)N2CCc3nn(CC#N)c(=O)n3CC2)c2ccccc21 | 5%
O=C(NC1CCCC1)C(c1cccnc1)N(C(=O)c1csnn1)c1ccc(F)cc1 (stereo not drawn) | -3%
CNC(=O)Cn1c(CO)cnc1SCc1ccccc1Cl | 13%
COc1cccc(CNC(=O)[C@H]2CCC[C@H]2NC(=O)c2ccncc2)c1OC | 5%
CCCc1noc(-c2ccn3c(CNC(=O)Cc4ccc(Cl)cc4)nnc3c2)n1 | ?
O=C(CN1C(=O)NC(c2ccc(Cl)cc2)C2=C1COC2=O)Nc1ccc2c(c1)OCCO2 (stereo not drawn) | 20%
O=C(O)C[C@@H]1CCN(C(=O)COc2ccccc2)C[C@@H]1CCN1CCN(c2ccccn2)CC1 | ?
COC(=O)c1sc(N2C(=O)C(O)=C(C(=O)c3ccc(C)o3)C2c2ccco2)nc1C (stereo not drawn) | ?
CC1(C)CC(NC(=O)C2CCN(S(=O)(=O)c3ccc(C(C)(C)C)cc3)CC2)CC(C)(C)N1 | 18%
COc1cc(OC)c2c(C)c(CC(=O)NC3CCCCCCC3)c(=O)oc2c1 | 35%[activator]
CCc1ccc(N2CC(c3nc4ccccc4n3CCN3CCOCC3)CC2=O)cc1 (stereo not drawn) | 5%
Cc1cccc(-c2cc(C(=O)Nc3cc(C)n(C)n3)c3ccccc3n2)c1 | 1%
CCOc1ccc(N(CC(=O)NN=C2CCN(C)CC2)S(=O)(=O)c2ccc(Br)cc2)cc1 | 16%
COC[C@@H]1CCCN1c1ncnc2c1CN(C1CCCNCC1)C(=O)CN2C (stereo partly drawn) | ?
O=C(c1cnccn1)N1CCC(N2C(=O)C(O)C23CCCCC3)CC1 (stereo not drawn) | 9%
Cc1ccc(C)c(-c2[nH]c3c(c2-c2c(-n4cccc4)n(C)c(=O)[nH]c2=O)c(=O)[nH]c(=O)n3C)c1 | 6%&-43%
COc1ccc(-c2c(C)oc3cc(OCC(=O)Nc4ccccc4OC)ccc3c2=O)cc1 | 17%
COC(=O)c1c(NC(=O)c2ccccc2F)sc(C(=O)N2CCOCC2)c1C | -31%
Cc1sc2c(c1C)c1nc(-c3ccco3)nn1c(=O)n2CCc1ccccc1 | 8%
Cn1nccc1C(=O)N1CCC(c2cc(-c3ccccc3)n[nH]2)CC1 | 11%
CCOc1ncccc1C(=O)OCCCC(=O)c1ccc(Br)cc1 | -3%

Entries above with two or more sulfur atoms (two):
SMILES | KDM5B inhibitor
CCCC(=O)Nc1nnc(S(=O)(=O)N(C)Cc2ccc(Cl)cc2)s1 | -3%
Cc1cn2c(=O)c(S(=O)(=O)Nc3ccc(C)c(Cl)c3)c(C)nc2s1 | 5%

Additional entries:
SMILES | KDM5B inhibitor
Cc1oc(-c2cccc(Oc3ccccc3)c2)nc1CN1CC[C@H](N(C)C)C1 | 15%
O=C(NCCNc1cccnc1)C1CCC(=O)N(Cc2ccc(Cl)cc2)C1 (stereo not drawn) | 11µM*
O=C(Nc1ccc(Cl)c(Cl)c1)C1CCCN(c2ncnc3nc[nH]c23)C1 (stereo not drawn) | -13%
Cc1cc(NC(=O)COC(=O)c2cc3c(F)cccc3s2)no1 | -11%
O=C1CCN(C(=O)C2CC=CC2)CCCC(c2nc(-c3cccnc3)no2)CCN1 (stereo not drawn) | -1%
NCC(=O)N1Cc2ccccc2CC2(CCN(CC3CCNC3)C2)C1 (stereo not drawn) | ?
NC(=O)c1cccc(CN2CCC3(Cc4ccccc4N(C(=O)C4CCCC4)C3)C2)c1 (stereo not drawn) | -10%[115 µM]
COc1cccc(-n2cnc3scc(-c4ccc(Cl)cc4)c3c2=O)c1 | 4%
Cc1cccc(-c2nc3cnccn3c2NCCC(=O)N2CCCCCC2)c1 | 28µM*

Entries listed so far that contain an NH in an aromatic ring, in the order listed:
SMILES | KDM5B inhibitor
CCc1ccc(-c2nc(SCC(=O)NCCOC)c(-c3ccc(C)cc3)[nH]2)cc1 | -9%
COCCn1cnnc1C(C)NC(=O)CCc1nc2ccccc2[nH]c1=O (stereo not drawn) | ?
CCC(NC(=O)c1n[nH]c(=O)c2ccccc12)c1ccc(Br)cc1 (stereo not drawn) | 9%
CN(Cc1ccccc1)C(=O)c1cc(-c2ccc(F)cc2)n[nH]1 | 10%
Cc1ncc(CC(=O)N2CCC3(CC2)CC(C(=O)O)N(C)C3)c(=O)[nH]1 (stereo not drawn) | -19%
CCc1n[nH]c(CC2CCN(C(=O)COc3ccc(C)cc3)CC2)n1 | -12%
CCC(=O)N(C)CCCNC(=O)c1nc2ccccc2c(=O)[nH]1 | -16%
O=C1N(c2ccc(F)cc2)CCOC12CCN(Cc1ccc3[nH]ccc3c1)CC2 | 3%[86.2 µM]
COc1ccc(NC(=O)Cc2c[nH]c3ncc(-c4ccccc4)cc23)cc1 | -9%[86.2 µM]
Cc1ccc(C)c(-c2[nH]c3c(c2-c2c(-n4cccc4)n(C)c(=O)[nH]c2=O)c(=O)[nH]c(=O)n3C)c1 | 6%&-43%
Cn1nccc1C(=O)N1CCC(c2cc(-c3ccccc3)n[nH]2)CC1 | 11%
O=C(Nc1ccc(Cl)c(Cl)c1)C1CCCN(c2ncnc3nc[nH]c23)C1 (stereo not drawn) | -13%
